Assay outcomes as filed in PubChem BioAssay.
TDP43 rescue: TDP-43 toxicity inhibition in yeast. Potency, µM (doses to about 46.1 µM), for the others: top-dose growth rescue (activation), actives largely listed as activators. 410,000 tested, 1.8% active. TDP-43 expressing yeast growth rescue, BacTiter-Glo, 24 h. AID 652104; note: potency is the fitted concentration of half-maximal effect; % of control where 0% means no effect; nearly all actives have a fitted effect of over 50% in size
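Luminescence from BacTiter-Glo reports growth of TDP-43-expressing yeast after 24 hr at 30 deg C with compound. Cells were raffinose-pregrown to mid-log, then seeded in galactose medium at OD600=0.02.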
FUS suppressor: rescues growth of FUS-expressing yeast | S. cerevisiae FUS-expressing, growth rescue, OD600, 24 h | Potency, µM (top dose mostly 76.6 µM), for the others: at the top dose growth rescue (activation), actives largely listed as activators | 390,000 tested, 0.24% active;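 note: potency is the fitted concentration of half-maximal effect; plate controls were DMSO vehicle for no effect and reference control for full effect; nearly all actives have a fitted effect of over 55% in size; some results filed as inactive show a strong effect at the top dose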
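FUS-expressing yeast, raffinose-pregrown, induced in 2% galactose minimal medium at OD 0.005; compounds in a dilution series, 24hr at 30C. Growth restoration read as absorbance at 600 nm. CP55940 positive control, DMSO negative.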
DRD3 agonist: activates the human D3 dopamine receptor; P35462; 410,000 tested, 0.58% active; D3R DiscoveRx beta-arrestin cells, luminescence, 90 min; max activation, %; in the data active = max activation above about 30%; note: 0% is about no effect; mostly tested at two doses, the higher about 12 µM
Target sequence (P35462 whole entry, looked up): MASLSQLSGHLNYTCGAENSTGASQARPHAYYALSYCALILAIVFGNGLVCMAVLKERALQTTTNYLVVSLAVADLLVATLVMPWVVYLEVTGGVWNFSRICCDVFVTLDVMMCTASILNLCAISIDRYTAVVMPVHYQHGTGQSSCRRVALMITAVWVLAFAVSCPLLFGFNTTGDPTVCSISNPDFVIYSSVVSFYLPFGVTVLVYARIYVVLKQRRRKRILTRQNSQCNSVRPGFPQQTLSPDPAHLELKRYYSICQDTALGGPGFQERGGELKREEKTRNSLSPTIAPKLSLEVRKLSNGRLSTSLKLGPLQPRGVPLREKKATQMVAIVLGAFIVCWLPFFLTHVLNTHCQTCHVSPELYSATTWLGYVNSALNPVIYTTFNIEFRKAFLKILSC
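Cells at 1500/well, incubated overnight, then treated with pinned compounds (dopamine as control) for 90 min at 37 degrees C. DiscoveRx reagent added for 30 - 60 minutes at room temperature; luminescence read.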
EPAC2 antag: EPAC2 (human) antagonism. Q8WZA2. EPAC2 GEF exchange of Rap1B-BODIPY-GDP, fluorescence. Potency, µM (highest dose often 114 µM), without a hit: at the top dose activity, negative = inhibition, hits mostly inhibitors. 360,000 tested, 0.18% active; note: potency is the fitted concentration of half-maximal effect; % is set by controls: 0 for no effect and ±100 for the full control effect; nearly all actives have a fitted effect of over 45% in size; many of its hits are not listed in these tables
DRD3 antagonist: D3 dopamine receptor (human) antagonism. 360,000 tested, 2.5% active. P35462. AID 652054. D3R cells, DiscoveRx beta-arrestin luminescence, antagonist mode; hits give low values. max response, negative = inhibition, %; in the data active = max response below about -50%; inconclusive = no clear call, values can overlap the other calls; note: % is set by controls: 0 for no effect and ±100 for the full control effect; mostly tested at two doses, the higher about 12 µM
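Cells plated overnight at 1500 cells/well, then exposed to library compounds with dopamine controls for 90 minutes at 37 degrees C. DiscoveRx reagent added for 30–60 minutes at room temperature; luminescence read, quantitative HTS format.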
aSyn rescue: alpha-synuclein toxicity inhibition in yeast. Yeast expressing alpha-synuclein, growth rescue, BacTiter-Glo, 24 h. Potency, µM (titrated, usually from 46.1 µM), for inactives: top-dose growth rescue (activation), actives largely listed as activators. 370,000 tested, 0.14% active; note: potency is the fitted concentration of half-maximal effect; % of control where 0% means no effect; nearly all actives have a fitted effect of over 65% in size
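Screening used galactose-induced yeast with toxic alpha-synuclein levels, exposed to compound for 24 hr at 30 deg C. Cell growth, read with BacTiter-Glo luminescence, gave the measured signal.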
EPAC2 agonist: activates human EPAC2 exchange factor; 360,000 tested, 0.079% active; EPAC2 activation, biochemical qHTS; response scale: 100% = 6.5 mM cAMP response; Potency, µM (highest dose often 154 µM), for inactives: at the highest dose activation, usual class: activators; Q8WZA2; note: potency is the fitted concentration of half-maximal effect; nearly all actives have a fitted effect of over 50% in size
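qHTS, titration series. 100 nM EPAC2 / 250 nM Rap1B-BODIPY-GDP / 50 uM GDP; RT; ex 480/em 540 nm, 5-min reads to 30 min. Norm. to 6.5 mM cAMP = activation.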
Abeta yeast res: restores growth of yeast expressing A-beta42 peptide; yeast expressing A-beta42, growth rescue, OD600, 48 h; response scale: 0% DMSO, 100% iron-clioquinol control; Potency, µM (doses to about 46.1 µM), without a hit: at the highest dose growth rescue, actives largely listed as activators; 410,000 tested, 0.063% active; note: potency is the fitted concentration of half-maximal effect; nearly all actives have a fitted effect of over 55% in size
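Yeast growth medium received pinned compounds, then yeast cells expressing toxic A-beta were added; plates incubated at 30 C for 48 hr. Growth read as absorbance at 600 nm, normalized to DMSO and equimolar FeCl3 plus clioquinol controls.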
* hit, by the source's call; ? = inconclusive; nt = no result given; [ ] = another dose, or the depositor's remark. Unless noted, calls come from the whole dose curve; as a rule, active = well fitted curve in the direction sought with a large enough effect; inconclusive = small, poorly fitted or top-dose-only effect, or another doubt; inactive = no such curve, though single readings can be large; an effect the other way counts as inactive or inconclusive. An excerpt, so the mix of outcomes need not match the whole.

canonical_smiles	FUS suppressor	aSyn rescue	TDP43 rescue	DRD3 agonist	DRD3 antagonist	Abeta yeast res	EPAC2 agonist	EPAC2 antag
O=C(Nc1c(C(=O)N2CCCCC2)cnn1-c1ccccc1)c1ccccc1	-8%	0%	18%	-6	-13	5%	7%	11%
Cc1ccccc1C(=O)Nc1nc(-c2cccnc2)cs1	26%	-5%	0%	-2	12	-13%	3%	14%
Cc1ccc(NC(=O)N(Cc2ccc3c(c2)OCO3)Cc2cc3cc4c(cc3[nH]c2=O)OCCO4)cc1	1%	2%	-10%	0	-4	6%	13%	2%
CN(C(=S)NC(=O)Cc1ccccc1)c1ccccc1	6%	-9%	16%	18	6	-15%	11%	4%
COc1ccc(NC(=O)C2CCC(=O)N2S(=O)(=O)c2ccc(C)cc2)c(OC)c1 (stereo unspecified)	21%	-3%	-18%	-18	-18	6%	-3%	-6%
CCOC(=O)C(NC(=O)CC)(Nc1ccc(S(N)(=O)=O)cc1)C(F)(F)F (stereo unspecified)	-37%	-5%	-5%	-8	?	-6%	15%	-11%
Nn1c(SCC(=O)N2CCc3ccccc3C2)nnc1-c1cccs1	-3%	4%	11%	-6	-19	20%	0%	-16%[57.1 µM]
Cc1noc(/C=C/c2ccco2)c1S(=O)(=O)N1CCC(C(=O)N2c3ccccc3CC2C)CC1 (stereo unspecified)	nt	5%	15%	-4	-21	1%	-6%	-7%
CCOC(=O)C1CCCN(C(=O)Cn2ncc3c(C)n(Cc4ccccc4F)c(C)c3c2=O)C1 (stereo unspecified)	28%	nt	14%	9	nt	2%	nt	nt
COc1ccc(-c2nc3c4ccccc4n(CC(=O)Nc4cc(F)ccc4F)c(=O)n3n2)cc1	-8%	nt	14%	1	nt	-2%	nt	nt
CC1CCC2(CC1)NC(=O)N(NC(=O)CCc1c[nH]c3ccccc13)C2=O (stereo unspecified)	27%	-9%	-7%	-6	?	1%	1%	-11%
Cc1ccc(S(=O)(=O)N2[C@@H](CO)CO[C@H]2CC(=O)c2ccccc2)cc1	0%	-1%	10%	-4	3	-3%	0%	-9%
Cc1nc2cc(-c3ccc(Cl)cc3)nn2c(C)c1CCC(=O)NCc1ccco1	-3%	-2%	-10%	1	-2	3%	5%	8%
Cn1c(SCC(=O)N/N=C/C=C/c2ccco2)nc2ccccc21	nt	1%	2%	1	1	0%	-3%	-2%
Cc1oc(-c2ccccc2Cl)nc1CSc1nc2c(c(=O)[nH]1)CCC2	-5%	3%	-23%	57*	184	4%	-6%	6%
CC(Sc1cccc[n+]1[O-])C(=O)Nc1cccc([N+](=O)[O-])c1 (stereo unspecified)	28%	-3%	-8%	-9	-13	-11%	25%	-2%
O=C1Nc2ccccc2Nc2ncccc21	-29%	-11%	-5%	-6	16	5%	?	6%
CCc1ccc(C(=O)COC(=O)c2cc([N+](=O)[O-])ccc2N2CCOCC2)cc1	22%	10%	2%	-5	-6	14%	11%	-3%
COc1cccc(C(c2sc3nc(C)nn3c2O)N2CCC3(CC2)OCCO3)c1 (stereo unspecified)	nt	2%	8%	1	0	10%	6%	1%
Cc1cc2oc(=O)cc(CN(C)Cc3ccc(OC(F)F)cc3)c2cc1Cl	-4%	1%	-19%	0	5	6%	1%	-12%
CCc1cc(=O)oc2cc(OCC(=O)NCCCN3CCCC3=O)ccc12	15%	-5%	-7%	4	0	6%	7%	4%
CC1CN(CCN2CC(C)N(C=O)CC2C)C(C)CN1C=O (stereo unspecified)	-17%	-3%	-6%	-4	-17	-7%	6%	-14%
c1cc(-c2ccc(N3CCOCC3)cc2)n2ccnc2c1	-12%	2%	-14%	-4	-4	-11%	12%	7%
COc1cc(NC(=O)c2ccc(Cl)cc2)c2ncccc2c1	4%	1%	21%	1	29	-16%	1%	0%
C[C@@H](C(=O)OCC(=O)Nc1cc(S(=O)(=O)N2CCOCC2)ccc1Cl)N1C(=O)C2CCCCC2C1=O (stereo partly specified)	nt	-4%	6%	8	44	-13%	-3%	6%
CCOC(=O)C1=C(CC)Nc2ccccc2N=C1NC(=O)c1ccc(S(=O)(=O)N(C)C)cc1	31%	-6%	7%	5	0	4%	3%	-2%
CN(C)CCNC(=O)Nc1ccc([N+](=O)[O-])cc1	-48%	0%	17%	2	0	-1%	7%	7%
COc1ccc(NS(=O)(=O)c2ccc(C)c(C(=O)N3CC(C)OC(C)C3)c2)cc1 (stereo unspecified)	8%	0%	-12%	-9	-24	-14%	14%	-6%
O=C(Nc1ccc(S(=O)(=O)N2CCCC2)cc1)c1cc(=O)c2ccccc2o1	-14%	-5%	-13%	2	-1	8%	6%	0%
O=C(COc1ccc2ccc(=O)oc2c1)Nc1ccc(N2CCOCC2)cc1	-9%	-3%	5%	4	0	-7%	13%	-1%
Cn1cc(C(=O)N2CCN(c3cccc(Cl)c3)CC2)c(=O)c2cc(S(=O)(=O)N3CCCC3)ccc21	15%	nt	-21%	-25	nt	-12%	nt	nt
Cc1ccc2nc(Cl)cc(=O)n2c1	nt	-6%	0%	-12	-3	11%	2%	13%
COc1ccc(N2CCN(C3(c4ccccc4)C(=O)c4ccccc4C3=O)CC2)cc1	10%	nt	10%	-16	nt	-12%	nt	nt
Cc1oc2c(CN3CCCC(C)C3)c(O)ccc2c(=O)c1-c1ccccc1 (stereo unspecified)	7%	1%	4%	3	18	11%	-4%	5%
COCCN(C(=O)CCC(=O)Nc1ccccn1)C(C(=O)NCCC(C)C)c1ccc(F)cc1 (stereo unspecified)	8%	1%	-16%	1	4	4%	-8%	0%
COc1ccc(-c2ccc(=O)n(CC(=O)Nc3cccc(O)c3)n2)cc1OC	30%	6%	-7%	0	7	6%	7%	5%
CCOC(=O)N1CCN(C(=O)CS(=O)(=O)c2cn(Cc3ccccc3Cl)c3ccccc23)CC1	-10%	-4%	8%	-7	2	1%	3%	-5%
N#Cc1cc(Sc2ccccn2)c([N+](=O)[O-])cc1C#N	9%	-3%	12%	-14	-17	-5%	1%	5%
Cc1ccc(NC(=O)Nn2cnnc2)cc1Cl	32%	-5%	10%	-7	19	-5%	-1%	0%
O=C(OCn1ncc(Cl)c(Cl)c1=O)c1cccc(C(F)(F)F)c1	19%	-23%	?	-6	-71*	-64%[inhibitor]	9%	14%
Cc1ccccc1OCC(O)CN1CCN(CC(O)COc2ccccc2C)C(C)C1 (stereo unspecified)	7%	0%	-9%	-40	0	-18%	-11%	-2%
O=C(CSc1nc2[nH]ncc2c(=O)n1-c1ccccc1)c1ccc2c(c1)OCCO2	28%	5%	7%	16	16	0%	-3%	13%
Cc1nn(CC(=O)N2CCC(C(N)=O)CC2)c(=O)c2nn(-c3ccccc3)c(C)c12	4%	1%	6%	-3	-9	2%	2%	9%
COc1ccc(Br)cc1S(=O)(=O)N1CCN=C1C	-9%	-4%	-4%	2	-19	17%	-84%[inhibitor][15.6 µM]	6%
COc1ccccc1NC(=O)Cn1c(=O)n(CCc2ccccc2)c(=O)c2c3c(sc21)CN(C(C)=O)CC3	30%	nt	?	-10	nt	-15%	nt	nt
O=C(C1CCCN(S(=O)(=O)c2cccnc2)C1)N1CCn2c1nc1ccccc12 (stereo unspecified)	5%	-1%	-1%	3	16	1%	13%	5%
COc1cc(OC)cc(C(=O)Nc2ccc(-c3nc4ccccc4s3)c(C)c2)c1	-15%	nt	29%	9	nt	-3%	nt	nt
COc1cc2c(c(OC)c1OC)-c1ccc(OC)c(=O)cc1[C@@H](N(C)CC#CCO)CC2	11%	0%	-3%	0	0	-3%	3%	3%
CC(=O)N1CCN(S(=O)(=O)c2cccc(C(=O)NC3CCCC3)c2)CC1	-8%	1%	12%	-6	14	-4%	-3%	-2%
Cc1cc(C(=O)N2CCCC(N3CCN(c4ccc(F)cc4)CC3)C2)no1 (stereo unspecified)	nt	-2%	8%	-16	-22	-8%	-2%	-2%

New compounds follow:
canonical_smiles	FUS suppressor	aSyn rescue	TDP43 rescue	DRD3 agonist	DRD3 antagonist	Abeta yeast res	EPAC2 agonist	EPAC2 antag
O=C(c1cc(-c2ccncc2)nc2ccccc12)N1CCOCC1	4%	-6%	3%	-9	0	1%	17%	-7%
O=[N+]([O-])c1ccc(-c2cnc3ccccc3n2)cc1	15%	0%	18%	-5	-9	7%	2%	12%
COc1ccc(NC(=O)CN(C)S(=O)(=O)c2ccc3c(c2)OCCO3)c2ncccc12	35%	-3%	?	-2	24	-9%	6%	-10%
CCOc1ccccc1NC(=O)Cn1c(=O)n(Cc2ccccc2)c(=O)c2c(C)c(C(=O)N(C)C)sc21	?	nt	29%	1	nt	8%	nt	nt
COc1ccc(-n2c(SCC(N)=O)nc3c(oc4ccccc43)c2=O)cc1	9%	nt	11%	10	nt	-8%	nt	nt
CCOc1ncccc1C(=O)Nc1ccccc1F	33%	-7%	-16%	2	11	-21%	11%	1%
CC(=O)c1sc(NC(=O)CN2C(=O)NC3(CCCC3)C2=O)nc1-c1ccccc1	37%	-2%	5%	3	-8	11%	2%	6%
O=C(NCc1ccc(F)cc1)C1CC(=O)N(C2CCCCCCC2)C1 (stereo unspecified)	19%	6%	-11%	-2	-7	9%	-2%	1%
CCCCCn1c(N2CCC(C(N)=O)CC2)nc2c1c(=O)[nH]c(=O)n2C	14%	-13%	-13%	-1	?	5%	1%	-3%
CC1=C(C(=O)Nc2ccccc2)C(c2cccs2)C(C#N)=C(SCC#N)N1 (stereo unspecified)	?	-5%	26%	0	-17	10%	1%	1%
Cc1ccc(Cn2c(C(=O)O)c(CNCCc3ccco3)c3ccc(C)cc32)cc1	43%	nt	7%	7	nt	-7%	nt	nt
Cc1ccn2c(=O)nc(SCC(=O)OCc3ccccc3)nc2c1	?	-2%	0%	2	0	-7%	12%	-13%

Part of the list above, reduced to aSyn rescue and DRD3 antagonist.
SMILES	aSyn rescue	DRD3 antagonist
CCCCCn1c(N2CCC(C(N)=O)CC2)nc2c1c(=O)[nH]c(=O)n2C	-13%	?
CC1=C(C(=O)Nc2ccccc2)C(c2cccs2)C(C#N)=C(SCC#N)N1 (stereo unspecified)	-5%	-17
